Assay outcomes as filed in PubChem.
PI4K2A inh – inhibitors of human PI4K2A. purified PI4K2A, ADP-Glo luminescence, 1 h; active compounds read low. activity change, negative = inhibition, % at 76.9 µM. 420,000 compounds, 0.13% hits. AID 1346378; in the data active = activity change below about -50%; inconclusive = mostly about -30% to -49%;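 also: -100% = wells without enzyme as full effect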
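PI4K2A activity was measured by ADP-Glo luminescence: enzyme (4 ug/mL stock) and phosphatidylinositol (1.2 mM stock) in Tris pH 7.5/MgCl2/EGTA/Triton X-100 buffer were reacted with ATP (300 microM stock) for one hour at ambient temperature.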
Pin1 inh – human Pin1 inhibition | Q13526 | Pin1 FP peptide displacement, HiFluor488, 10 min | Potency, µM (series often up to 115 µM), without a hit: at the top dose activity, negative = inhibition, hits mostly inhibitors | 390,000 compounds, 0.009% hits; active = well fitted inhibition curve with a large enough effect in the polarisation, with a control signal flat, not every such curve was filed as active; inconclusive = small, poorly fitted or top-dose-only effect, or effect the other way, or a change in a side signal; inactive = no such curve, though single readings can be large or run the other way; the % refers to the polarisation; also: potency is read from the fitted curve at half-maximal effect; % is scaled to controls: 0 for no effect and ±100 for the full control effect
ERG-DNA inh – ERG Ets/DNA interaction inhibition; AID 624246; fluorescence polarization, His-ERG Ets domain / labelled DNA; P11308; Potency, µM (highest dose often 76.9 µM), without a hit: top-dose FP activity, negative = inhibition, usual class: inhibitors; 370,000 compounds, 0.028% hits; active = well fitted inhibition curve with a large enough effect in the polarisation, with a control signal flat; inconclusive = small, poorly fitted or top-dose-only effect, or effect the other way, or a change in a side signal; inactive = no such curve, though single readings can be large or run the other way; the % refers to the polarisation;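 also: polarization taken with two DNA probes labelled with fluorescein and Texas red; potency is read from the fitted curve at half-maximal effect; % of control where 0% means no effect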
Target sequence (P11308 whole entry, looked up, the tested form may be a part): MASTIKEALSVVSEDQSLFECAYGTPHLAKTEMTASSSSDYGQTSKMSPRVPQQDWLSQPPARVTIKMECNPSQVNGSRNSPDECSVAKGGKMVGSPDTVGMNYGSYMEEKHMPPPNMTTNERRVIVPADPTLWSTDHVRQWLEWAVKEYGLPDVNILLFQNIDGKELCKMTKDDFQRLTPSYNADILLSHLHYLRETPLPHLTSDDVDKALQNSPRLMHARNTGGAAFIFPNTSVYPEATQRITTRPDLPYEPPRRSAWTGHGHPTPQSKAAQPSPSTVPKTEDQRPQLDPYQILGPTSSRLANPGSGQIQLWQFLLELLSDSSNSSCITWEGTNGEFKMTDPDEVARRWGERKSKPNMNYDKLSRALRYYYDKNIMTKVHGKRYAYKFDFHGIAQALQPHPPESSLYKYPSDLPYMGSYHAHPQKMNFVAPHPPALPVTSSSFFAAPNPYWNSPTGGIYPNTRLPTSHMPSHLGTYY
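His-tagged ERG Ets domain (1 uM in the protein solution; 300mM KCl, 50mM Tris-HCl, 1mM EDTA, 1mM DTT, pH 7.5) received compound, then a probe mix of 5 nM fluorescein-DNA and 100nM Texas-615-DNA. Fluorescence polarization was read for both dyes.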
GLS inh – inhibitors of human glutaminase (GLS); Potency, µM (top dose mostly 45.5 µM), without a hit: top-dose activity change, negative = inhibition, actives largely listed as inhibitors; 410,000 compounds, 0.21% hits; GLS enzymatic activity, qHTS titration; O94925; AID 624170; also: potency is read from the fitted curve at half-maximal effect; % is scaled to controls: 0 for no effect and ±100 for the full control effect
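hKGA in 45 mM KH2PO4 (pH 8.2), 0.02% Tween-20 with compound, then 1mM L-Glutamine (stock as added) plus glutamate oxidase/HRP/Amplex red coupling mix. Fluorescence read initially and after 30 min at RT; signal change reflects glutamate formation.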
JMJD2A Tudor inh – JMJD2A Tudor domain (human) inhibition. O75164. AlphaScreen JMJD2A-Tudor / H3K4me3 peptide binding. Potency, µM (titrated, usually from 114 µM), without a hit: top-dose activity change, negative = inhibition, actives largely listed as inhibitors. 390,000 compounds, 4.4% hits; also: potency is read from the fitted curve at half-maximal effect; % is scaled to controls: 0 for no effect and ±100 for the full control effect; nearly all actives have a fitted effect of over 50% in size
BAZ2B block – inhibitors of human BAZ2B bromodomain; Q9UIF8; AlphaScreen BAZ2B-H3K14Ac peptide displacement; Potency, µM (series often up to 114 µM), without a hit: top-dose activity change, negative = inhibition, most hits filed as inhibitors; 360,000 compounds, 4.4% hits; AID 504333; also: potency is read from the fitted curve at half-maximal effect; % is scaled to controls: 0 for no effect and ±100 for the full control effect; nearly all actives have a fitted effect of over 60% in size
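Multi-concentration screen (max 110 uM) measuring displacement of acetylated histone H3 peptide from BAZ2B by AlphaScreen, using 50 nM protein, 50 nM peptide and 10 ug/mL streptavidin donor plus Ni-chelate acceptor beads.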
G9a block – G9a (human) methyltransferase inhibition; G9a H3K9 monomethylation, AlphaScreen, 2 h; 350,000 compounds, 8.8% hits; Potency, µM (series often up to 102 µM), inactives show at the top dose activity, negative = inhibition, usual class: inhibitors; also: potency is read from the fitted curve at half-maximal effect; % is scaled to controls: 0 for no effect and ±100 for the full control effect; nearly all actives have a fitted effect of over 75% in size
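Step 1: enzyme (final 20 nM) with compound, 15 min RT. Step 2: substrate peptide 500 nM and SAM 20 uM, 2 h RT. Step 3: anti-H3K9me1 antibody and AlphaScreen beads, 10 min, then plate read.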
HP1b binding inh – blocks HP1-beta chromodomain binding to methylated histone tails; P83916; AlphaScreen HP1-beta / biotin-H3K9me3 peptide binding; Potency, µM (doses to about 114 µM), inactives show at the highest dose activity change, negative = inhibition, hits mostly inhibitors; 390,000 compounds, 0.56% hits; AID 540317; also: potency is read from the fitted curve at half-maximal effect; nearly all actives have a fitted effect of over 70% in size; inactives centre near 23
Target sequence (P83916 whole entry, looked up): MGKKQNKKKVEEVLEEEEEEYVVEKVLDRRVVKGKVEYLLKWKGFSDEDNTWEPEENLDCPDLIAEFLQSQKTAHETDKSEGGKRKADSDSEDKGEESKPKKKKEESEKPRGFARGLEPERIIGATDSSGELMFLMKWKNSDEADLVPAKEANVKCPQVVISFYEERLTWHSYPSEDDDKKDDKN
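Compound inhibition of the preformed complex between 50 nM HP1-beta and 50 nM biotinylated H3K9me3 peptide was read by AlphaScreen. Buffer was PBS pH 7.4 with 0.01% Tween-20. Incubations ran 30 min at room temperature, with 10 ug/mL donor/acceptor beads.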
Tb PGK inh – blocks T. brucei phosphoglycerate kinase. P07378. Potency, µM (titrated, usually from 57.5 µM), without a hit: top-dose activity change, negative = inhibition, hits mostly inhibitors. PGK/GAPDH coupled, Kinase-Glo luminescence, 60 min. 380,000 compounds, 0.043% hits; also: potency is read from the fitted curve at half-maximal effect; % is scaled to controls: 0 for no effect and ±100 for the full control effect; nearly all actives have a fitted effect of over 60% in size
Target sequence (P07378 whole entry, looked up): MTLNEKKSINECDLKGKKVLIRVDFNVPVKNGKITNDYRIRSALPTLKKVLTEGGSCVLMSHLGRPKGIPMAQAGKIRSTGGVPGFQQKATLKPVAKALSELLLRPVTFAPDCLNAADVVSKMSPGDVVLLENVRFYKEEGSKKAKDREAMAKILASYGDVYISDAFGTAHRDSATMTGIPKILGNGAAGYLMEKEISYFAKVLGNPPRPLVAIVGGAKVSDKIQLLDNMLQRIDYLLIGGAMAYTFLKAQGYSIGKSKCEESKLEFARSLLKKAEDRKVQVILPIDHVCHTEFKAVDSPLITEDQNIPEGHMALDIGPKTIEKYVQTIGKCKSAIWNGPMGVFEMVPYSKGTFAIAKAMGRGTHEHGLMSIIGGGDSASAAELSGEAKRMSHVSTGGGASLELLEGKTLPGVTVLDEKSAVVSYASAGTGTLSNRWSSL
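Recombinant glycosomal PGK reaction used 1,3-bisphosphoglycerate generated in-well by GAPDH (100nM final) in 100mM TEA pH 7.6, 5mM MgCl2, 0.01% Tween-20. After 60 minutes at room temperature, ATP was read by Kinase-Glo Plus luminescence end-point.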
* = called active by the depositor; i = inactive; ? = inconclusive; / = not tested or not shown; & = joins results of further samples; [ ] = another dose, or the depositor's remark. Unless noted, calls follow the shape of the dose curve; as a rule, active = well fitted curve in the direction sought with a large enough effect; inconclusive = small, poorly fitted or top-dose-only effect, or another doubt; inactive = no such curve, though single readings can be large; an effect the other way counts as inactive or inconclusive. Rows are unselected; any-hit rate near 11%.

Screens by letter – A = PI4K2A inh; B = Pin1 inh; C = ERG-DNA inh; D = GLS inh; E = JMJD2A Tudor inh; F = BAZ2B block; G = G9a block; H = HP1b binding inh; I = Tb PGK inh
COc1ccc(OC)c(NC(=O)NC2(C(F)(F)F)Oc3ccccc3O2)c1
  A: 1; B: -5%; C: -1%; D: 7%; E: -18%; F: -2%; G: 7.9µM*; H: 14%; I: -5%
CN(C)c1ccc(C(=O)OCC(=O)c2cccs2)cc1
  A: 0; B: 3%; C: 11%; D: 9%; E: -33%; F: 0%; G: 7%; H: 4%; I: -8%
COc1ccccc1N1CCN(C(=O)CCn2c(=O)[nH]c3ccccc3c2=O)CC1
  A: 2; B: -2%; C: 2%; D: 0%; E: -2%; F: -2%; G: ?; H: 36%[activator]; I: 0%
Cc1ccc(CCNC(=O)CN(C)S(=O)(=O)c2ccc3c(c2)n(C)c(=O)c(=O)n3C)cc1
  A: -3; B: -8%; C: 7%; D: -7%; E: -18%; F: -6%; G: -5%; H: 24%; I: i
CCOC(=O)C1(CCCc2ccccc2)CCN(CCCn2cccn2)CC1
  A: -1; B: -1%; C: 21%; D: 9%; E: -10%; F: 5%; G: /; H: 20%; I: -6%
N#CC1=C(N)N(c2ccc(Cl)c(Cl)c2)C(=O)C1
  A: 2; B: 2%; C: 11%; D: 15%; E: -9%; F: -20%; G: ?; H: 43%[activator]; I: -8%
O=C(COc1ccc(Br)cc1)NCCCNC(=O)c1cnccn1
  A: -1; B: 2%; C: 2%; D: -2%; E: -8%; F: -2%; G: 15%; H: 21%; I: -9%
CCC(=O)Nc1ccc(C(=O)CSc2nc3ccccc3[nH]2)cc1
  A: -10; B: -4%; C: -2%; D: 1%; E: 6%; F: -9%; G: ?; H: 35%; I: 5%
CC(NS(=O)(=O)c1ccccc1)C(=O)Nc1ccc(S(N)(=O)=O)cc1 (stereo unspecified)
  A: -1; B: -1%; C: 14%; D: 1%; E: -10%; F: 26%; G: ?; H: 16%; I: -4%
CCn1c(-c2cc(Cl)ccc2OC)n[nH]c1=S
  A: 4; B: 0%; C: 9%; D: 5%; E: 7.1µM*; F: 0%; G: 5.6µM*; H: 20%; I: -8%
COc1ccc(CCNC(=O)C2CC(c3ccccc3[N+](=O)[O-])=NO2)cc1 (stereo unspecified)
  A: 2; B: -5%; C: -9%; D: 7%; E: -22%; F: 8%[57.1 µM]; G: -6%; H: 25%; I: -7%
CCN(C[C@H]1N[C@@](CC)(C(=O)OC)[C@H]2C(=O)N(C)C(=O)[C@@H]12)C(C)=O
  A: -1; B: 0%; C: -5%; D: -7%; E: -13%; F: /; G: /; H: 53%[activator]; I: -10%
CCN(CC)c1ccc(NC(=O)CN2C(=O)CSc3ncccc32)c(C)c1
  A: 2; B: 0%; C: 0%; D: 24%; E: -32%; F: 60%[activator]; G: 79µM*; H: 10%; I: -7%
CN(C(=O)c1ccncc1)c1nnc(-c2ccncc2)s1
  A: 1; B: -8%; C: 7%; D: -7%; E: 11%; F: 4%; G: -5%[2.33 µM]; H: 40%; I: -3%
COc1cccc(/C=C2\N=C3CCCCCN3C2=O)c1
  A: -1; B: 1%; C: -7%; D: 11%; E: -8%; F: 9%; G: ?; H: 54%[activator]; I: -6%
CCCCCC(=O)N/N=C/c1cccs1
  A: -5; B: -1%; C: 6%; D: -6%; E: -5%; F: -78%; G: 15%[0.501 µM]; H: 15%; I: -9%
COc1cc2cc(CCCOC(=O)c3ccc(F)cc3)oc(=O)c2cc1OC
  A: 2; B: 0%; C: -3%; D: 0%; E: -23%; F: -7%; G: -5%[0.501 µM]; H: 28%; I: 2%
Cc1nnc(SCC(=O)Nc2ncc(Cc3ccc(F)cc3)s2)n1N
  A: -8; B: -3%; C: -2%; D: -1%; E: -14%; F: -2%; G: -49%[59 µM]; H: 25%; I: -2%
CCCCCC1CC(CC/C(C)=N/NC(N)=O)C(=O)O1 (stereo unspecified)
  A: -2; B: -4%; C: 4%; D: -9%; E: -5%; F: 1%; G: 17%; H: 23%; I: i
Cc1ccccc1Nc1ncnc2c1cnn2Cc1ccccc1
  A: 0; B: ?; C: -1%; D: 1%; E: -20%; F: 2%; G: 3%[12.7 µM]; H: 10%; I: 5%
Cn1c(Cl)cnc1C(O)c1ccccc1 (stereo unspecified)
  A: 1; B: -3%; C: /; D: -11%; E: 2%; F: -19%; G: ?; H: 21%; I: i
CS(=O)(=O)N1CCC(N2CCN(Cc3ccc(F)cc3)C(=O)C2=O)CC1
  A: -5; B: -2%; C: 4%; D: -20%; E: -11%; F: 4%; G: -1%[59 µM]; H: -4%; I: -8%
CCOc1ccc(C(C(=O)NCC2CCCO2)N(Cc2cccnc2)C(=O)c2snc(C(N)=O)c2N)cc1 (stereo unspecified)
  A: 0; B: 3%; C: -3%; D: -5%; E: -13%; F: 1%; G: -8%; H: 15%; I: i
CC(=O)Nc1ccc(C(=O)N2CCCC2)cc1
  A: 3; B: -1%; C: 10%; D: -6%; E: 14%; F: 2%; G: 6%; H: 36%; I: -4%
COC(=O)c1sc(S(=O)(=O)N2CCN(c3ccccc3)CC2)c(C(=O)OC)c1C
  A: -4; B: 8%; C: 11%; D: 6%; E: -21%; F: -8%; G: -11%[59 µM]; H: 26%; I: -2%
Nc1nc(SCc2ccccc2)c2ncn(C3CCCO3)c2n1 (stereo unspecified)
  A: -7; B: 8%; C: -14%; D: -3%; E: -10%; F: /; G: /; H: 11%; I: 5%
O=C(NCCSCc1ccco1)Nc1ccccc1
  A: 2; B: 1%; C: -2%; D: 6%; E: -22%; F: -36%; G: -19%; H: 23%; I: 8%
CC1C(c2ccccc2)C(C#N)(C#N)C2(C#N)C(=O)NC1(N)C2C (stereo unspecified)
  A: -3; B: -2%; C: 4%; D: -16%; E: -19%; F: -22%; G: -18%; H: 15%; I: -7%
COc1ccc(S(=O)(=O)N2CCC(C(=O)NC3CCCC3)CC2)cc1OC
  A: 1; B: -7%; C: 2%; D: 0%; E: -1%; F: -1%; G: ?; H: 38%; I: 4%
N#Cc1c(NC(=O)c2cccc(S(=O)(=O)Nc3ccc(C(=O)O)cc3)c2)sc2c1CCCC2
  A: -1; B: -5%; C: -4%; D: 22%; E: -36%; F: 56µM*; G: 50µM*; H: -6%; I: 4%
Cc1ccc(S(=O)(=O)N(C)C)cc1NC(=O)C(C)OC(=O)c1ccc2c(c1)OCCO2 (stereo unspecified)
  A: 2; B: 0%; C: 5%; D: 1%; E: -9%; F: 9%; G: 19%; H: 15%; I: -2%
Cc1ccc2nc(N(CCN(C)C)C(=O)c3ccc4c(c3)OCCO4)sc2c1
  A: -6; B: -10%; C: -10%; D: 0%; E: ?; F: ?; G: 45µM*; H: 15%; I: -5%
O=C(OCC(=O)N1CCC(Cc2ccccc2)CC1)c1ccccc1NCCO
  A: -1; B: -3%; C: -3%; D: 10%; E: 13%; F: 13%; G: -7%; H: 29%; I: 10%
COc1ccc(S(=O)(=O)N2CCN(S(=O)(=O)c3ccc4c(c3)OCCO4)CC2)cc1
  A: -6; B: -13%&1%&-2%; C: -6%; D: -2%; E: -8%&-30%&13%; F: 2%; G: 22%[59 µM]; H: 33%; I: -6%
CC1CC(C)CN(CC(=O)N2CCOCC2)C1 (stereo unspecified)
  A: 0; B: -10%; C: -4%; D: 5%; E: 25µM*; F: 50µM*; G: 8.9µM*; H: -20%; I: -3%
Cc1ccc(C)c(NC(=O)c2nnn(CC(=O)Nc3cccc(C)c3C)c2N)c1
  A: -5; B: -7%; C: 3%; D: -6%; E: -11%; F: 5%[57.1 µM]; G: 3%[59 µM]; H: 5%; I: i
Cc1cc2ccccc2cc1CN1CCOCC1
  A: 1; B: -4%; C: /; D: -23%; E: 3%; F: /; G: -11%[59 µM]; H: 25%; I: -5%
CC1(C)CC(=O)C2=C(C1)N(CCN1CCOCC1)C1=C(C(=O)CC(C)(C)C1)C2c1cccc(Cl)c1
  A: -1; B: 2%; C: -3%; D: 21%; E: 22%; F: 6%[57.1 µM]; G: 11%; H: 32%; I: -1%
Nc1nc(SCc2ccccc2)cc(SCc2ccccc2)n1
  A: 4; B: 4%; C: -3%; D: -19%; E: 74%[activator]; F: /; G: /; H: 71%[activator]; I: 8%
CC(C)c1c(C(=O)N/N=C/c2ccsc2)nnn1-c1nonc1N
  A: 0; B: 0%; C: 1%; D: 0%; E: -5%; F: -27%; G: 31%; H: 24%; I: i

Whole records, quoted from the list. Values in the order: PI4K2A inh, Pin1 inh, ERG-DNA inh, GLS inh, JMJD2A Tudor inh, BAZ2B block, G9a block, HP1b binding inh, Tb PGK inh
Listed for COc1ccc(S(=O)(=O)N2CCN(S(=O)(=O)c3ccc4c(c3)OCCO4)CC2)cc1 : -6, -13%&1%&-2%, -6%, -2%, -8%&-30%&13%, 2%, 22%[59 µM], 33%, -6%
Listed for Cc1ccc(S(=O)(=O)N(C)C)cc1NC(=O)C(C)OC(=O)c1ccc2c(c1)OCCO2 (stereo unspecified) : 2, 0%, 5%, 1%, -9%, 9%, 19%, 15%, -2%
Listed for Cc1ccc2nc(N(CCN(C)C)C(=O)c3ccc4c(c3)OCCO4)sc2c1 : -6, -10%, -10%, 0%, ?, ?, 45µM*, 15%, -5%
Listed for Cc1ccc(C)c(NC(=O)c2nnn(CC(=O)Nc3cccc(C)c3C)c2N)c1 : -5, -7%, 3%, -6%, -11%, 5%[57.1 µM], 3%[59 µM], 5%, i
